# Screening data deposited in PubChem by several laboratories.
# CHRM5 PAM – CHRM5 positive allosteric modulation; CHO-K1 hM5, Fluo-8 calcium, ACh EC20 PAM; 0% = ACh EC20, 100% = ACh EC100; activation, % at 3 µM; P08912; hit rate 0.3% among 360,000;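 active = activation above the run cutoff, the mean activation of all test compounds plus 3 SD, cut at about 18% in these data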
#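 system = human M5 receptor in CHO-K1 cells | reagent = EC20 acetylcholine as agonist stimulus | compound dosing = single-point, 3 µM nominal | incubation = Fluo-8 loading 80 min at 37 °C plus 30 min room temperature | detection = Fluo-8 calcium dye fluorescence, kinetic read | benchmarks = low control EC20 acetylcholine (0%), high control EC100 acetylcholine (100%)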
# M1 PAM – human CHRM1 positive allosteric modulation; P11229; CHO-K1 hM1, Fluo-8 calcium fluorescence, ACh EC20; 0% = ACh EC20, 100% = maximal ACh; activation, % at 3 µM; hit rate 0.088% among 360,000; AID 588819; in the data active = activation above about 19%, passing the limit was not always enough
# Target sequence (P11229 whole entry, looked up): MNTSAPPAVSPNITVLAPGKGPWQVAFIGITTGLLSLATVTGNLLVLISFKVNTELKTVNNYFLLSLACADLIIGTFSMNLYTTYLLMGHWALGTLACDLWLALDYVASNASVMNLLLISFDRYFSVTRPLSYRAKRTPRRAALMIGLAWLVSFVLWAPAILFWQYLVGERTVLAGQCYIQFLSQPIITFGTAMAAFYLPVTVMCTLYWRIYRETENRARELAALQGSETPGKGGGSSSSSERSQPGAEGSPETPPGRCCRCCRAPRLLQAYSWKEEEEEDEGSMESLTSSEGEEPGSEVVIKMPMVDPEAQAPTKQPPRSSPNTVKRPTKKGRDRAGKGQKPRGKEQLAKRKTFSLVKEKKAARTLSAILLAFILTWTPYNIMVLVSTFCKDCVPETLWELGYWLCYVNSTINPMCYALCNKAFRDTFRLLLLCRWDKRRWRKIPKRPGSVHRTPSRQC
# M4 ag – CHRM4 agonism in calcium assay | P08173 | CHO-K1 hM4/Gqi5, Fluo-8 calcium fluorescence; vehicle 0%, full acetylcholine response 100% | activation, % at 3 µM | hit rate 0.14% among 360,000;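 active = activation above the run mean over all test wells plus 3 SD, cut at about 32% in these data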;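 also: peak over basal fluorescence ratio per well then scaled between controls; 0% = DMSO wells and 100% = acetylcholine at EC100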
# Target sequence (P08173 whole entry, looked up): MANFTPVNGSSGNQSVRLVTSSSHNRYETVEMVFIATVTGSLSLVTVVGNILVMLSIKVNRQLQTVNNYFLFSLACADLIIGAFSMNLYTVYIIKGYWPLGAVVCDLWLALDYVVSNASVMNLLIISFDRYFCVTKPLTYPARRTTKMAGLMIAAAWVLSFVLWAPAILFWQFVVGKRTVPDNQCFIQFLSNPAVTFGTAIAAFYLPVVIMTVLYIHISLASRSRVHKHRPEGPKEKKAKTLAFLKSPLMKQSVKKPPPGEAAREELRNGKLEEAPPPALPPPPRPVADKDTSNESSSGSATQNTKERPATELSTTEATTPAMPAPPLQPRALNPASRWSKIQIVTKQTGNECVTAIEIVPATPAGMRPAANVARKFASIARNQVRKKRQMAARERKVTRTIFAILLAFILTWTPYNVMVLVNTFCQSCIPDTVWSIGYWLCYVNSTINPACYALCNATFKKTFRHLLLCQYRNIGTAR
# CRFR2-BP ag – agonists of human CRF-binding protein/CRF-R2 receptor complex; HEK293 CRF-R2/CRF-BP, calcium dye fluorescence (FLIPR); percent of saturating CRF peptide response; hit rate 0.46% among 350,000; activation, % at 13.2 µM;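 active = activation of at least 50%, plus an integration ratio under a set limit after plate pattern correction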;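 also: plate controls were neutral control wells without compound for no effect and CRF at EC100 for full effect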
# CHRM5 agonist – CHRM5 agonism in calcium assay; CHO-K1 hM5 cells, Fluo-8 calcium fluorescence; 0% DMSO wells, 100% maximal acetylcholine response; P08912; hit rate 0.19% among 360,000; activation, % at 3 µM;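 active = activation above the run's mean over test compounds plus 3 SD, cut at about 23% in these data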;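 also: signal is peak over basal fluorescence ratio across the kinetic read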
# M5 antag – CHRM5 antagonism in calcium assay | CHO-hM5 cells, Fluo-8 calcium fluorescence, ACh EC80 | P08912 | AID 624040 | hit rate 0.59% among 360,000 | inhibition, % at 3 µM;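 active = inhibition above a per-plate cutoff, the mean of that plate's test compounds plus 3 SD, cut at about 27% in these data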;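 also: 0% = acetylcholine EC80 with DMSO and 100% = DMSO without agonist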
# CRFBP-R2 block – CRF-BP/CRF-R2 complex antagonism | HEK293 CRF-R2/CRF-BP, CRF-induced calcium fluorescence | inhibition, % at 11.8 µM | hit rate 0.59% among 350,000 | AID 588475;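 active = inhibition of the ligand-induced calcium signal above about 50% at the single tested concentration, limit read from the data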
# CHRM4 PAM – CHRM4 positive allosteric modulation | activation, % at 3 µM | CHO-K1 hM4/Gqi5, Fluo-8 calcium fluorescence, ACh EC20; 0% = ACh EC20, 100% = maximal ACh | AID 624126 | hit rate 0.4% among 360,000;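 active = activation above its plate's cutoff, the mean activation of sample wells plus 3 SD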; also: some results filed as inactive read as strong as hits
# CHRM4 antagonist – blocks acetylcholine activation of human M4 receptor | hit rate 0.73% among 360,000 | P08173 | CHO-hM4 cells, ACh EC80, Fluo-8 calcium fluorescence | AID 624125 | inhibition, % at 3 µM;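 active = inhibition above its plate's cutoff, the mean inhibition of sample wells plus 3 SD, cut at about 27% in these data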;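 also: 0% = acetylcholine EC80 with DMSO and 100% = DMSO without agonist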
# * = called active by the depositor; · = not tested or not shown; & = joins results of further samples. Compounds were not picked by outcome; any-hit rate near 2.6%.
SMILES,CHRM5 PAM,M1 PAM,M4 ag,CRFR2-BP ag,CHRM5 agonist,M5 antag,CRFBP-R2 block,CHRM4 PAM,CHRM4 antagonist
CC(C)CN(C(=O)CN1CCC(C)CC1)c1c(N)n(CC(C)C)c(=O)[nH]c1=O,2,4,1,0.7,1,0,-6,1,-1
COc1ccccc1-c1cc2c(c3c1ccn3C)C1CCC2O1 (configuration not stated),-1,4,-1,·,-2,-3,·,3,-25
NC(=O)c1c(NC(=O)CSc2nnc(-c3ccco3)n2-c2ccccc2)sc2c1CCC2,1,5,1,-0.2,-5,-3,32,-1,8
CCN1C(=O)S/C(=C/c2ccc(Sc3nc4ccccc4[nH]3)o2)C1=O,-8,-20,12,-1.8,4,3,-28,-10,-19
COCCN1C(=O)c2ccccc2C(C(=O)NCC2CCCO2)C1c1c[nH]c2ccccc12 (configuration not stated),-2,5,1,0.0,-3,-1,9,0,-3
COc1cc(NC(=O)C23CC4CC(C2)CC(n2nnc(C)n2)(C4)C3)c(OC)cc1Cl,6,7,1,0.4,0,-8,35,9,0
Cn1c(CNS(=O)(=O)c2ccc(F)cc2)n[nH]c1=S,-2,5,1,-1.1,1,5,3,1,5
Cc1cc(C)n(CC(=O)N/N=C/c2ccc3c(c2)OCO3)n1,-6,6,1,-0.2,-3,10,9,-4,-8
Cc1ccc(OCc2ccc(C(=O)O)o2)cc1C,4,24,1,0.8,-2,3,0,5,-3
COc1ccc(OC)c(C(=O)CSc2nnc(Cc3cccs3)n2C)c1,0,1,1,-0.1,-3,1,-4,-3,1
Cc1cc(O)cc(O[C@H]2OC(CO)[C@H](O)[C@@H](O)[C@H]2O)c1 (some centres not stated),4,6,1,-1.5,4,-2,1,3,6
CCOC(=O)N1CCN(C(=O)c2cccc(OC)c2OC)CC1,1,8,0,-0.4,-2,0,-3,3,-8
O=C(Cc1ccc(-n2cccc2)cc1)NCc1cccs1,-2,1,1,-3.3,-3,7,2,-2,-2
COc1ccc(NC2CCCN(C(=O)COc3ccc(C)cc3)C2)cc1 (configuration not stated),1,5,0,-1.0,-4,7,14,1,0
O=S(=O)(Nc1c(F)cccc1F)c1ccc(Cl)nc1,-1,8,1,-1.5,2,9,4,3,-8
COc1ccc(C(=O)N=C2SC3CS(=O)(=O)CC3N2Cc2ccc(F)cc2)cc1 (configuration not stated),6,10,1,1.7,0,-6,-4,10,-7
Cc1ccc(S(=O)(=O)N(C)C)cc1-n1c(SCC(=O)Nc2ccc(F)c(F)c2F)nc2ccccc2c1=O,1,-2,0,9.1,0,-5,-30,-3,-4
CCO[C@H]1OC(C(=O)O)=C[C@@H](C)[C@@H]1CCCO,-9,1,0,0.8,-1,18,-1,-3,7
CC(Sc1ccccc1)C(=O)N1CCN(S(=O)(=O)c2cccc(Br)c2)CC1 (configuration not stated),-2,5,3,6.2,-1,-6,2,-1,-12
CCN1C(=O)[C@H]2[C@@H](c3ccc(Cl)cc3)N3C(=O)CN(Cc4ccccc4)C(=O)[C@@]3(C)[C@H]2C1=O,6,1,2,0.6,3,1,-6,1,1
CCCSc1nnc(-c2ccccc2N)c(=O)[nH]1,0,5,3,-0.5,0,-1,2,3,-4
NC(=O)C1CCN(C(=O)c2ccc(-c3ccccc3)cc2)CC1,-5,1,0,4.5,-4,7,-3,-8,9
CC1(c2ccccc2)NC(=O)N(CC(=O)NCc2cccc(Cl)c2)C1=O (configuration not stated),-4,6,0,1.0,-2,8,-2,-2,5
O=C(CN(Cc1cccs1)C(=O)c1csnn1)NC1CCCC1,-1,4,0,0.8,-1,-3,-4,-2,2
CCOC(=O)c1ccc(NC(=S)N2CCC(O)CC2)cc1,0,3,1,-2.6,-3,11,16,2,-7
CCC(C)n1c(=O)c2sccc2n2c(CCCC(=O)N3CCC(C(N)=O)CC3)nnc12 (configuration not stated),14,9,1,0.6,-1,-7,2,13,-17
Cc1ccc(C)c(-n2c(=O)c(C#N)cc3c(=O)n4ccccc4nc32)c1,28*,5,1,6.6,2,2,11,6,-2
CC(=O)c1ccc(OC(=O)c2ccc(-n3nc(C)cc3C)cc2)cc1,-7,-15,6,-2.2,-1,8,19,-4,-5
O=C(O)Cc1ccc2oc(-c3ccccn3)nc2c1,-4,11,1,2.1,-2,11,-6,1,5
O=C(c1ccc(S(=O)(=O)NCc2ccco2)cc1)N1CCN(Cc2ccccc2F)CC1,0,-5,6,1.4,2,7,-10,5,-2
COc1cccc(=O)c2c(C)n(CC(=O)c3ccccc3)c(C)c12,4,4,2,7.2,-1,5,-8,5,3
OC1(C#Cc2c(-c3ccsc3)oc3ccc(N4CCOCC4)cc23)CCCCC1,2,1,2,1.6,-5,5,-22,4,8
Cc1c(CN2CCC(n3nccc3NC(=O)c3cccc(F)c3)CC2)cnn1C,-2,-1,0,-0.4,-7,4,2,-5,10
Cc1ccc(NC(=S)NC(=O)c2cncc(Br)c2)cc1Cl,7,4,0,-0.8,2,2,-23,0,7
Cc1cc(C)n(CCCNC(=O)c2ccc3c(c2)NC(=O)CS3)n1,25*,-5,1,1.4,-12,2,-1,6,-4
COCc1[nH]nc2c1C(C1C=CCCC1)C(C#N)=C(N)O2 (configuration not stated),0,4,2,-1.0,-3,-4,-9,0,0
CC1CCCCC1NC(=O)C1CCCN1S(=O)(=O)c1cccc2nsnc12 (configuration not stated),1,5,1,0.3,2,0,-8,6,-3
Cn1cc2c(=O)n(/N=C/c3ccccc3)cnc2n1,1,7,0,-0.3,-3,-3,-3,-2,-5
CNC(=O)CSc1nc2ccccc2c(=O)n1-c1cc(OC)ccc1OC,6,5,0,0.6,0,5,-2,-7,7
COc1ccc(OC)c(/C=C/c2[nH]c(=O)[nH]c(=O)c2[N+](=O)[O-])c1,12,22,0,0.6,0,1,-3,8,-6
CCN(CC)S(=O)(=O)c1cc(NC(=O)CNc2cccc(S(=O)(=O)N3CCOCC3)c2)ccc1C,-8,3,10,7.1,0,20,26,-7,-2
Cc1csc(NC(=O)COCC(=O)O)c1-c1nc2ccccc2s1,6,2,0,-3.4,2,2,1,7,3
O=C(Nc1ccccc1F)c1ccc2snnc2c1,5,2,1,-0.3,0,-9,-8,2,-2
CC(C)Cc1nnc(NC(=O)C2CC(=O)N(c3ccc4c(c3)OCCO4)C2)s1 (configuration not stated),-14,5,1,0.7,1,10,11,-3,6
O=C(O)C(c1ccccc1)C1CCCCC1O (configuration not stated),-12,3,0,-0.3,2,10,-14,1,-7
CCOC(=O)c1ccc(N2C(=O)c3n[nH]c(-c4ccco4)c3C2c2ccc([N+](=O)[O-])cc2)cc1 (configuration not stated),-5,9,0,-3.1,-4,5,-19,-2,-7
CCC(Oc1ccccc1)C(=O)Nc1nnc(S(=O)(=O)N2CCCCC2)s1 (configuration not stated),-9,21,7,5.4,8,12,-7,1,-6
Cc1ccc(S(=O)(=O)N2[C@@H](Cc3ccccc3)CO[C@H]2CC(=O)c2cccs2)cc1,-9,·,3,·,-2,5,·,-1,-5
COc1cccc(/C=N/N2CCN(C3c4ccccc4-c4ccccc43)CC2)c1O,7,12,0,12,1,5,17,16,9
Cn1c(SCC(=O)Nc2ccc(N3CCOCC3)cc2)nnc1C(F)(F)F,-4,-9,0,-0.4,2,2,-5,-3,7
COCC(=O)N(C)C1(c2nnnn2CCOC(=O)Nc2cccc3ccccc23)CCCC1,-1,7,1,0.8,-1,3,4,-3,5
COc1cc(C(=O)NCCNc2nc3ccc(C)cc3cc2C#N)cc(OC)c1OC,5,18,1,-2.3,-1,-7,-26,2,-6
Cc1noc(C)c1C(=O)OCC(=O)Nc1c(F)cccc1F,3,7,1,0.3,3,3,2,5,0
CC1CCCC(NC(=O)c2ccc3c(c2)N(Cc2ccccc2)C(=O)CS3=O)C1C (configuration not stated),-4,-4,0,-5.2,-2,3,6,-14,-1
CCC(C)C(NC(=O)OCc1ccccc1)C(=O)NC(Cc1ccc(O)cc1)C(=O)OC (configuration not stated),1,0,5,17,12,9,-13,4,-10
CC1(C(=O)Nc2nc3ccc(S(C)(=O)=O)cc3s2)CC1(Cl)Cl (configuration not stated),-5,1,3,-0.3,-1,11,-7,-14,-7
c1ccc(-c2ccnc3nc(-n4cccc4)nn23)cc1,4,4,-3,-1.4,-3,-5,-6,11,5
COc1ccc2cc(C(=O)N3CCC(Cc4ccccc4)CC3)[nH]c2c1,-1,7,0,1.9,-1,9,15,6,-9
C[C@H](CO)N1C[C@H](C)[C@@H](CN(C)Cc2ccccc2)Oc2c(NC(=O)c3ccncc3)cccc2C1=O,6,2,1,-0.6,0,-7,-7,1,-9
CCc1ccc(C2CC(c3ccc(C)cc3)Nc3nc(N)nn32)cc1 (configuration not stated),-3,1,0,12,0,1,-42,-9,13
# More records follow:
SMILES,CHRM5 PAM,M1 PAM,M4 ag,CRFR2-BP ag,CHRM5 agonist,M5 antag,CRFBP-R2 block,CHRM4 PAM,CHRM4 antagonist
O=C1CC(N2CCOCC2)C(=O)N1c1cccc(Cl)c1 (configuration not stated),-5,12,1,7.4,-3,-4,15,10,-11
CCOC(=O)C1=C(C)NC(C)=C(C(=O)OCC)C1C(=O)OCC(=O)N1CCCCC1CC (configuration not stated),1&4,3&10,2&2,-3.8&-1.6,0&-1,-4&-2,0&-2,7&3,-21&-5
O=C(CSc1nc2ccccc2n1CCc1ccccc1)c1ccc(O)c(O)c1,0,6,0,-2.8,-4,-1,-6,-1,-3
CN1CCN(S(=O)(=O)c2ccc(Cc3ccc(S(=O)(=O)N4CCN(C)CC4)cc3)cc2)CC1,1,-3,5,1.0,-1,-1,-13,0,-3
COc1ccc(NC(C)=O)cc1S(=O)(=O)Nc1ccc(C(=O)N2CCCC2)cc1,1,-1,0,-0.9,-3,8,-5,3,-11
CSCC(=O)Nc1cc(C)on1,-3,5,1,-0.9,-7,-9,-3,6,-11
COc1ccc(CCNC(=O)c2cc(-c3ccncc3)nc3ccc(S(=O)(=O)N4CCOCC4)cc23)cc1OC,8,9,0,-0.7,-4,-1,16,11,1
CCN1CCSc2ccc(C(=O)NCc3cc(Br)ccc3OC)cc21,-8,-1,1,-5.1,-1,9,34,-4,0
CCOP(=O)(OCC)c1nc(/C=C/c2ccccc2)oc1NCc1ccccc1,-2,7,-1,0.0,-5,2,-22,-3,-1

# Retrieved by structure from the entries so far:
SMILES,CHRM5 PAM,M1 PAM,M4 ag,CRFR2-BP ag,CHRM5 agonist,M5 antag,CRFBP-R2 block,CHRM4 PAM,CHRM4 antagonist
O=C1CC(N2CCOCC2)C(=O)N1c1cccc(Cl)c1 (configuration not stated),-5,12,1,7.4,-3,-4,15,10,-11
COc1ccc(NC(C)=O)cc1S(=O)(=O)Nc1ccc(C(=O)N2CCCC2)cc1,1,-1,0,-0.9,-3,8,-5,3,-11
O=C(CSc1nc2ccccc2n1CCc1ccccc1)c1ccc(O)c(O)c1,0,6,0,-2.8,-4,-1,-6,-1,-3
CN1CCN(S(=O)(=O)c2ccc(Cc3ccc(S(=O)(=O)N4CCN(C)CC4)cc3)cc2)CC1,1,-3,5,1.0,-1,-1,-13,0,-3
CCOC(=O)C1=C(C)NC(C)=C(C(=O)OCC)C1C(=O)OCC(=O)N1CCCCC1CC (configuration not stated),1&4,3&10,2&2,-3.8&-1.6,0&-1,-4&-2,0&-2,7&3,-21&-5
COc1ccc(CCNC(=O)c2cc(-c3ccncc3)nc3ccc(S(=O)(=O)N4CCOCC4)cc23)cc1OC,8,9,0,-0.7,-4,-1,16,11,1
